Source: PubChem BioAssay (several laboratories)
OPRM1-OPRD1 ag: agonists of human mu-delta opioid receptor heterodimerization; actives 0.3% (n = 340,000); activation, % at 9.3 µM; P35372+P41143; AID 504326; cells, OPRM1-OPRD1 heterodimerization, luminescence; in the data active means activation above about 18%;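 further: 0% = vehicle-treated cells and 100% = reference agonist; values of inactives mirror those of a sister screen read the other way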
OPRM1-OPRD1 inv: inverse agonist of human OPRM1-OPRD1 heterodimerization. P35372+P41143. inhibition, % at 9.3 µM. cell-based MOR-DOR heterodimer luminescence, inverse agonism. AID 504357. actives 0.21% (n = 340,000); in the data active means inhibition above about 22%, passing the limit was not always enough;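 further: 0% = cells with DMSO and 100% = wells without cells with DMSO; values of inactives mirror those of a sister screen read the other way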
V-ATPase pH: regulators of yeast V-ATPase proton transport. actives 0.37% (n = 350,000). response, % at 10 µM. S. cerevisiae, pHLuorin cytosolic pH fluorescence; in the data active means response mostly above about 7.3%, no sharp cut-off; inactive means mostly below about 5.4%; further: actives read high; inactives centre near 0; some compounds called inactive have numbers as strong as hits; reference of the scale not given here
PKA-R2B act: activates the human PKA-R2B holoenzyme complex. P22694+P31323. PKA-R2B holoenzyme dissociation, Cy5-IP20 fluorescence polarization; R2B truncated from residue 108, S112A mutant; 0% DMSO only, 100% 113 µM cGMP. activation, % at 11.4 µM. actives 0.079% (n = 340,000). AID 504700;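 active means activation above a cutoff set at the mean over all compounds plus 3 SD, cut at about 18% in these data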;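 further: higher means more holoenzyme dissociation and a rise in polarization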
Target sequence (P31323 whole entry, looked up, other chains not shown, the tested form may be a part): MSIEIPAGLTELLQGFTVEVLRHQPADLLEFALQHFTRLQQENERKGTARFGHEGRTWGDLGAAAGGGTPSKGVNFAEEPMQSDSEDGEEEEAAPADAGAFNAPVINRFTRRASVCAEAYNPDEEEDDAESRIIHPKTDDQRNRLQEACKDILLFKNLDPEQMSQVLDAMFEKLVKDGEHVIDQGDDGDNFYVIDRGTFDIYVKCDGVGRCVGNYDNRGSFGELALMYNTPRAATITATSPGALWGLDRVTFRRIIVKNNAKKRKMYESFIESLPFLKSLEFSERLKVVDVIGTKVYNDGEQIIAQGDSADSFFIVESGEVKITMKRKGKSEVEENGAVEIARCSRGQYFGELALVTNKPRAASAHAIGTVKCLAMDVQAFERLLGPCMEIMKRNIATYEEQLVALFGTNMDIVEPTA
PKA-R1A act: activators of PKA-R1A complex; P00514+P68181; activation, % at 11.4 µM; PKA-R1A dissociation, Cy5-IP20 fluorescence polarization; scaled: DMSO 0%, 113 µM cGMP 100%; AID 504707; actives 0.083% (n = 340,000);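 active means percent activation above the mean of all tested compounds plus 3 SD, cut at about 19% in these data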;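 further: higher means more PKAc released from R1A so a rise in polarization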
HTR5A inv ag: HTR5A inverse agonism, opioid heterodimer counter-screen. P47898. HTR5A cell line, luminescence. inhibition, % at 9.3 µM. actives 0.083% (n = 340,000); in the data active means inhibition mostly above about 23%, no sharp cut-off; inactive means mostly below about 18%;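 further: 0% = cells with DMSO and 100% = no-cell wells with DMSO; some compounds called inactive have numbers as strong as hits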
Target sequence (P47898 whole entry, looked up): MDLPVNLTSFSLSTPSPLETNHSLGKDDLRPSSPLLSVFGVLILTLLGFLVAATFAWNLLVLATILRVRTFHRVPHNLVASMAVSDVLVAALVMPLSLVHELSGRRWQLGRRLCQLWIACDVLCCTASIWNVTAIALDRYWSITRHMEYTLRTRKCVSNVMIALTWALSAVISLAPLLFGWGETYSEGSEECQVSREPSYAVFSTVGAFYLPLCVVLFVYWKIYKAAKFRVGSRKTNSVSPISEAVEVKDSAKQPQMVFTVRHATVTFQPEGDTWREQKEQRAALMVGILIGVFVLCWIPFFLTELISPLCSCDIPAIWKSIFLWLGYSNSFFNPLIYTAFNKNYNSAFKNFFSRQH
DSG3 Ab inh: human desmoglein-3 autoantibody binding inhibition. AID 588358. DSG3-coupled beads, scFv-anti-DSG3-GFP binding, flow cytometry; hits give low values. actives 0.48% (n = 310,000). binding (percent of control), % at 10 µM;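 active means binding more than 3 SD below its plate's average and above zero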;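 further: hits lower antibody fragment binding to DSG3; some compounds called inactive have numbers as strong as hits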
HTR5A ag ctr: counter-screen for OPRM1-OPRD1 agonists: human HTR5A agonism. AID 504692. actives 0.61% (n = 340,000). HTR5A agonist assay, luminescence, cell-based. activation, % at 9.3 µM. P47898; in the data active means activation mostly above about 9.5%, no sharp cut-off; inactive means mostly below about 7.6%;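 further: 0% = cells with vehicle only and 100% = reference agonist; strong numbers were not always called active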
DAGLB inh: diacylglycerol lipase beta (human) inhibition. Q8NCG7. HEK293T DAGLB membrane lysate, EnzChek fluorogenic substrate. inhibition, % at 5.17 µM. actives 0.059% (n = 340,000). AID 504411; in the data active means inhibition above about 34%;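 further: 0% = enzyme with vehicle and 100% = wells lacking enzyme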
Arrestin-AP2 inh: human beta-arrestin and AP2 interaction inhibition. FITC-arrestin peptide / GST-AP2 beads, flow cytometry; AP2 beta2 appendage carries R879A mutation. inhibition, % at 10 µM. actives 0.31% (n = 340,000). AID 504490;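 active means inhibition above a set limit, near 3 SD of compounds lacking own fluorescence, cut at about 54% in these data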;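 further: plate controls were DMSO wells for no effect and 5 µM unlabelled arrestin peptide for full effect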
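System: GST-AP2 R879A glutathione beads | Also added: FITC-arrestin peptide, 50 nM | Times: 12 min plus 1 h, RT | Signal: Bead flow cytometry, FITC channel | Buffer or medium: PBS with 0.05% Tween 20 and 0.1% BSA | Read-out basis: Percent drop in bead-associated FITC signal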
Active calls of the source: *; / = no result given.

SMILES	OPRM1-OPRD1 ag	OPRM1-OPRD1 inv	V-ATPase pH	PKA-R2B act	PKA-R1A act	HTR5A inv ag	DSG3 Ab inh	HTR5A ag ctr	DAGLB inh	Arrestin-AP2 inh
C[C@@H]1COC(=O)[C@H](CC(=O)OC(C)(C)C)C/C=C\C[C@@H](CC(=O)N(CCO)Cc2ccccc2)C(=O)N1	3.7	-23	-1	7	1	-24	101	3	0	11
CCS(=O)(=O)c1nc(S(=O)(=O)c2ccc(Cl)cc2)c(N2CCC3(CC2)OCCO3)s1	-4.3	23	0	16	5	14	100	-3	-2	-7
O=C(CN(CC1CCCO1)C(=O)CNS(=O)(=O)c1ccccc1)NCc1ccccc1 (stereo not drawn)	-2.5	10	0	-5	2	-6	/	7	0	-5
O=C1NC[C@@H](c2ccccc2)OC(=O)[C@H](Cc2ccc(F)cc2)C/C=C\C[C@H]1CC(=O)N(CCO)Cc1ccccc1	-2.5	14	1	3	2	-19	104	0	2	-4
Cc1ccc(CSc2ccc3nnc(-c4ccccn4)n3n2)cc1	-1.0	4	4	-5	-1	-3	/	0	-2	19
COc1ccc(C(=O)N(Cc2ccccc2)c2cccc(C)c2)c(OC)c1OC	-3.2	17	-1	-4	-10	15	101	1	-3	-21
O=C(c1cc(-c2ccc(Cl)c(Cl)c2)on1)N1CCCCC1	2.1	-11	-3	-3	-3	-4	105	1	-9	-2
Cc1nc(S/C(=C\c2ccc(-c3ccc(C(=O)O)c(Cl)c3)o2)C(=O)O)n[nH]1	-1.3	7	1	12	5	-1	91	0	2	-10
COc1ccc(NC2CCCN(C(=O)CCOc3ccccc3)C2)cc1 (stereo not drawn)	-2.4	12	1	-1	4	-3	101	1	-1	20
CCN(CC)S(=O)(=O)c1ccc(C(=O)Nc2nnc(-c3ccco3)o2)cc1	0.1	-1	0	-2	-10	0	98	5	4	-1
Cn1c2ccccc2c(=O)c2c(=O)n(-c3ccccc3)c(C3CCCCC3)nc21	-1.7	9	5	-7	-12	9	102	1	-1	18
O=C(CNC1C(=O)Nc2ccccc21)Sc1ccccc1 (stereo not drawn)	-2.1	13	-4	-12	-2	17	/	-6	4	14
Cc1c(NC(=O)CC(C)C)c(=O)n(-c2ccccc2)n1C	-1.6	8	0	0	-3	24	97	-9	0	0
OC(C#CCN1CCOCC1)(c1ccccc1)C1CC1 (stereo not drawn)	-2.4	14	3	4	0	3	105	-1	1	22
COc1ccccc1NC(=O)CN(c1ccc(C23CC4CC(CC(C4)C2)C3)cc1)S(C)(=O)=O	1.5	-8	0	-12	2	-19	104	6	-7	0

A different layout for 2 compounds above.
CCS(=O)(=O)c1nc(S(=O)(=O)c2ccc(Cl)cc2)c(N2CCC3(CC2)OCCO3)s1
  OPRM1-OPRD1 ag: -4.3	OPRM1-OPRD1 inv: 23	V-ATPase pH: 0	PKA-R2B act: 16	PKA-R1A act: 5	HTR5A inv ag: 14	DSG3 Ab inh: 100	HTR5A ag ctr: -3	DAGLB inh: -2	Arrestin-AP2 inh: -7
O=C(CN(CC1CCCO1)C(=O)CNS(=O)(=O)c1ccccc1)NCc1ccccc1 (stereo not drawn)
  OPRM1-OPRD1 ag: -2.5	OPRM1-OPRD1 inv: 10	V-ATPase pH: 0	PKA-R2B act: -5	PKA-R1A act: 2	HTR5A inv ag: -6	DSG3 Ab inh: /	HTR5A ag ctr: 7	DAGLB inh: 0	Arrestin-AP2 inh: -5

Next structures:
SMILES	OPRM1-OPRD1 ag	OPRM1-OPRD1 inv	V-ATPase pH	PKA-R2B act	PKA-R1A act	HTR5A inv ag	DSG3 Ab inh	HTR5A ag ctr	DAGLB inh	Arrestin-AP2 inh
Cc1c(C(=O)NN)nc2ccccn12	-1.3	7	1	-11	-1	-11	101	4	-3	5
CN(C)c1ccc(O)c2c1CC1CC3C(N(C)C)C(=O)C(C(N)=O)=C(O)[C@@]3(O)C(=O)C1=C2O (stereo partly drawn)	0.2	-1	3	0	8	-21	112	1	1	5
CC(=O)N(CCC(Cc1ccccc1)c1ccc2c(c1)OCO2)Cc1ccccc1F (stereo not drawn)	-0.3	2	2	-24	-10	20	101	-4	-3	13
Cc1cccc(NC(=O)CSc2nc3ccccc3nc2N2CC(C)OC(C)C2)c1 (stereo not drawn)	0.5	-3	-1	-7	-3	12	105	8	-11	4
CCOc1ccc(NS(=O)(=O)c2cccc(C(=O)N3CCN(C/C=C/c4ccccc4)CC3)c2)cc1	3.4	-14	-1	-1	1	-7	/	2	1	-5
CC1CCN(S(=O)(=O)CCNC(=O)c2ccccc2)CC1	-0.7	4	-3	5	-1	21	123	-9	-1	31
COc1ccc(/C=N/Nc2ncnc3sc4c(c23)CCCC4)cc1O	0.1	0	-2	-22	-13	2	100	-1	4	5
O=C(Nc1ccc(F)cc1)c1cccc2c1C(=O)N(CC1CCCO1)C2 (stereo not drawn)	-2.4	14	-2	-18	0	-29	100	9	-2	3
Cc1cc(C(=O)COc2ccc(F)cc2Br)c(C)n1C1CC1	-0.6	3	3	0	6	28	105	-1	-5	-2

Given in CSV form: part of the list above.
SMILES,OPRM1-OPRD1 ag,OPRM1-OPRD1 inv,V-ATPase pH,PKA-R2B act,PKA-R1A act,HTR5A inv ag,DSG3 Ab inh,HTR5A ag ctr,DAGLB inh,Arrestin-AP2 inh
COc1ccc(NC2CCCN(C(=O)CCOc3ccccc3)C2)cc1 (stereo not drawn),-2.4,12,1,-1,4,-3,101,1,-1,20
CCN(CC)S(=O)(=O)c1ccc(C(=O)Nc2nnc(-c3ccco3)o2)cc1,0.1,-1,0,-2,-10,0,98,5,4,-1
Cn1c2ccccc2c(=O)c2c(=O)n(-c3ccccc3)c(C3CCCCC3)nc21,-1.7,9,5,-7,-12,9,102,1,-1,18
O=C(CNC1C(=O)Nc2ccccc21)Sc1ccccc1 (stereo not drawn),-2.1,13,-4,-12,-2,17,/,-6,4,14
Cc1c(NC(=O)CC(C)C)c(=O)n(-c2ccccc2)n1C,-1.6,8,0,0,-3,24,97,-9,0,0
OC(C#CCN1CCOCC1)(c1ccccc1)C1CC1 (stereo not drawn),-2.4,14,3,4,0,3,105,-1,1,22
COc1ccccc1NC(=O)CN(c1ccc(C23CC4CC(CC(C4)C2)C3)cc1)S(C)(=O)=O,1.5,-8,0,-12,2,-19,104,6,-7,0
Cc1c(C(=O)NN)nc2ccccn12,-1.3,7,1,-11,-1,-11,101,4,-3,5
CN(C)c1ccc(O)c2c1CC1CC3C(N(C)C)C(=O)C(C(N)=O)=C(O)[C@@]3(O)C(=O)C1=C2O (stereo partly drawn),0.2,-1,3,0,8,-21,112,1,1,5
CC(=O)N(CCC(Cc1ccccc1)c1ccc2c(c1)OCO2)Cc1ccccc1F (stereo not drawn),-0.3,2,2,-24,-10,20,101,-4,-3,13
Cc1cccc(NC(=O)CSc2nc3ccccc3nc2N2CC(C)OC(C)C2)c1 (stereo not drawn),0.5,-3,-1,-7,-3,12,105,8,-11,4
CCOc1ccc(NS(=O)(=O)c2cccc(C(=O)N3CCN(C/C=C/c4ccccc4)CC3)c2)cc1,3.4,-14,-1,-1,1,-7,/,2,1,-5
CC1CCN(S(=O)(=O)CCNC(=O)c2ccccc2)CC1,-0.7,4,-3,5,-1,21,123,-9,-1,31
